sPLA2-III inh: human group III sPLA2 inhibitors, primary screen, biochemical, QFRET, BODIPY PC-A2 liposome substrate; Group 3 secretory phospholipase A2 (Homo sapiens), Q9NZ20; QFRET BODIPY PC-A2 liposome hydrolysis, fluorescence; inhibition, % at 12.2 µM; 370,000 tested, 0.56% active; AID 743126, 2013;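 active means inhibition above mean plus 3 SD of compounds lying within the high and low control bounds, cut at about 19% in these data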;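 further: 0% = median of test compound wells and 100% = no enzyme DMSO wells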
ARFGAP1 inh: inhibitors of rat ARFGAP1 GAP activity, primary screen, biochemical, fluorescence polarization, GDP tracer; ADP-ribosylation factor GTPase-activating protein 1 (Rattus norvegicus), Q62848; Arfgap1-stimulated ARF1 GTP hydrolysis, GDP FP detection; inhibition, % at 16.5 µM; 360,000 tested, 0.26% active; AID 651572, 2012;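 active means inhibition above a per-plate limit, mean inhibition of low control wells plus 3 SD, cut at about 25% in these data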;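 further: 0% = DMSO wells with enzyme and 100% = wells lacking Arfgap1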
Target sequence (Q62848 1-136 limits assumed): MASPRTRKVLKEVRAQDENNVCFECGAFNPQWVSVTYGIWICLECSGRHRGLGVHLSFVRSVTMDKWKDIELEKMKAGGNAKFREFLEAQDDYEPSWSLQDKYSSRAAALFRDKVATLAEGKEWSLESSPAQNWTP
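material = rat Arfgap1 catalytic domain, aa 1-136 | also added = human ARF1(Δ1-17)-GTP substrate | compound dosing = one concentration, 16.5 µM, DMSO 1.26% | times = GTP hydrolysis reaction 2 h at 25 °C | measured by = FP, GDP Alexa 633 tracer displaced from anti-GDP antibody, 620/688 nm | evaluation = percent inhibition of Arfgap1-stimulated GTP hydrolysis | replication = single well per compound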
KLK7 zymogen act: proKLK7 zymogen activators, primary screen, biochemical, fluorescence intensity; activation, % at 7 µM; purified proKLK7, EDANS-DABCYL substrate fluorescence; 100% is mature enzyme control, 0% vehicle; Kallikrein-7 (Homo sapiens), P49862; AID 652039, 2013; 370,000 tested, 0.9% active;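 active means activation above the mean of all tested compounds plus 3 SD, computed per campaign excluding outliers beyond control limits, cut at about 13% in these data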
Target sequence (P49862 whole entry, looked up): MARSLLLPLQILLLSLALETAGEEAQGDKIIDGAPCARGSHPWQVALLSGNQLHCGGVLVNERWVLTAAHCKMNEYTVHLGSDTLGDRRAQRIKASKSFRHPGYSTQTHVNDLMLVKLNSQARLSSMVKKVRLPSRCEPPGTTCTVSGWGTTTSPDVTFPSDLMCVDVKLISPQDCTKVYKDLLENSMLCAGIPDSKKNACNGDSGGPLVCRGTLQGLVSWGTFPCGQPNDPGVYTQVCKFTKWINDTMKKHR
NR1D1 modulator: modulators of Rev-erb alpha DNA binding, primary screen, biochemical, FITC-DNA, fluorescence polarization, uHTS. Rev-erbα–FITC-DNA binding, 90 min. activity, % at 10 µM. 370,000 tested, 0.79% active;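 active means activity above about 14%, limit read from the data; passing the limit was not always enough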;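 further: 0% = DMSO wells with 35 nM protein and 100% = DMSO wells with 750 nM protein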
Target sequence (P20393 whole entry, looked up): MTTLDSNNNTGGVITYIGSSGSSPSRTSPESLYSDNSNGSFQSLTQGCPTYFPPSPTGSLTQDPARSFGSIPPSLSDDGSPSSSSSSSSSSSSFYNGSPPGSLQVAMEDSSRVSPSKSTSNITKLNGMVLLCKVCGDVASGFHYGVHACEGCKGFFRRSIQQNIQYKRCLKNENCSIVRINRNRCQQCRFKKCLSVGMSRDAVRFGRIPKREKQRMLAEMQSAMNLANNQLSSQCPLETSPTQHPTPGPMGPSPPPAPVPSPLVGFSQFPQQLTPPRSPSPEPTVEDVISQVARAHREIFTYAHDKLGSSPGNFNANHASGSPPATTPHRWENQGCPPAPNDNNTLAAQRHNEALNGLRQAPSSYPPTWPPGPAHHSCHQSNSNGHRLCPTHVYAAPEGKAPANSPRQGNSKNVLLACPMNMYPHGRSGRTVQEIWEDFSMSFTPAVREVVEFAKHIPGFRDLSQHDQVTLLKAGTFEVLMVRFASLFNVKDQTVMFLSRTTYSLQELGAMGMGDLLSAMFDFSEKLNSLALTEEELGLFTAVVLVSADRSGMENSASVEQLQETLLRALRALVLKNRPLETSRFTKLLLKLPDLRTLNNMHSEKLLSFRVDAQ
PLCg1 inh: PLC-gamma1 enzyme inhibitors, primary screen, biochemical, fluorescence, purified enzyme; 1-phosphatidylinositol 4,5-bisphosphate phosphodiesterase gamma-1 (Homo sapiens), P19174; fluorogenic substrate; inhibition, % at 12.2 µM; 370,000 tested, 0.84% active; in the data active means inhibition above about 9.5%
PLCb3 inh: human PLC-beta3 inhibitors, primary screen, biochemical, fluorescence. AID 720704, 2013. inhibition, % at 12.2 µM. 1-phosphatidylinositol 4,5-bisphosphate phosphodiesterase beta-3 (Homo sapiens), Q01970. Purified PLC-beta3, fluorogenic substrate. 370,000 tested, 0.18% active; in the data active means inhibition above about 11%;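 further: 0% = median of compound wells on plate and 100% = full blocker control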
DDE Tn7 FP inh: inhibitors of Tn7 peptide binding to fibrin DD(E), primary screen, biochemical, fluorescence polarization, human fibrin, Tn7 probe | 370,000 tested, 0.13% active | inhibition, % at 8.3 µM | FP displacement of FITC-Tn7 peptide from fibrin DD(E); 0% = median of compound wells per plate | AID 720508, 2013;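 active means inhibition above the mean of compounds falling within the control limits plus 3 SD of them, cut at about 14% in these data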;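 further: 0% = plate median of compound wells and 100% = 10 µM Aha-Tn7 peptide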
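Also added: labelled Tn7 tracer, 0.1 µM; Assay system: human fibrin DD(E) protein; Amount: 2 µM fibrin DD(E); Schedule: 10 min compound pre-incubation, 3 h probe incubation at room temperature; Repeats: one replicate per compound; Read-out basis: percent inhibition; Measured by: fluorescence polarization of the labelled Tn7 tracer.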
UHRF1 MBD2 ctr: UHRF1 methylated DNA binding inhibitors, primary screen, counter-screen for MBD2 inhibitor project, biochemical, TR-FRET, human UHRF1, single concentration. inhibition, % at 4.4 µM. AID 687016, 2013. E3 ubiquitin-protein ligase UHRF1 (Homo sapiens), Q96T88. UHRF1 binding to methylated oligo. 370,000 tested, 0.75% active; in the data active means inhibition above about 21%;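 further: UHRF1 SRA domain binding a hemimethylated CpG hairpin DNA probe; 0% = median of test compound wells and 100% = reference inhibitor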
Tn6 DDE FP: inhibitors of Tn6 peptide binding to fibrin DD(E), primary screen, biochemical, fluorescence polarization, human fibrin, Tn6 probe; Fibrinogen beta chain (Homo sapiens), P02675; Fibrin DD(E) TRITC-Tn6 fluorescence polarization displacement; inhibition, % at 8.3 µM; 370,000 tested, 0.21% active;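 active means inhibition above a per-campaign cutoff: mean of compounds within control limits plus 3 SD, cut at about 15% in these data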;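 further: 0% = median of all compound wells on the plate and 100% = blocking peptide control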
ASAP1 inh: inhibitors of human ASAP1 ArfGAP activity, primary screen, biochemical, fluorescence polarization. ASAP1-stimulated ARF1 GTP hydrolysis, GDP FP detection. 360,000 tested, 0.19% active. inhibition, % at 16.5 µM. Arf-GAP with SH3 domain, ANK repeat and PH domain-containing protein 1 (Homo sapiens), …; in the data active means inhibition above about 25%;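 further: 0% = vehicle with enzyme and substrate and 100% = no enzyme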
An asterisk follows results filed as active; nt = not tested or not shown.

1. Cc1ccc(F)c(NC=C2C(=O)OC(C)(C)OC2=O)c1
2. COc1ccc(Cl)cc1NC(=S)NNC(=O)C1(C)CC1(Cl)Cl (stereo unspecified)
3. NS(=O)(=O)c1cccc(NC(=O)CN2CCN(Cc3ccc4c(c3)OCO4)CC2)c1
4. Cc1cccc(NCN2C(=O)c3ccncc3C2=O)n1
5. O=S(=O)(c1cc(Cl)ccc1Cl)N1CCN2CCCC2C1 (stereo unspecified)
6. O=C(c1ccco1)[C@@H]1[C@@H]2C(=O)N(c3ccccc3)C(=O)[C@@H]2C2c3ccccc3C=CN21 (stereo partly specified)
7. COc1cc(-c2nnc(SCC3(c4ccc(Br)cc4)OCCO3)o2)cc(OC)c1OC
8. O=C(COC(=O)C1CCC1)NCc1ccc(Cl)cc1Cl
9. C[C@H](CO)N1C[C@H](C)[C@@H](CN(C)Cc2ccncc2)Oc2ncc(Br)cc2C1=O
10. CS(=O)(=O)N(CC(=O)NC1CCCCCC1)Cc1ccc(Cl)cc1
assay / compound	1	2	3	4	5	6	7	8	9	10
sPLA2-III inh	0	-11	-4	6	7	-17	-3	0	5	0
ARFGAP1 inh	-2	1	-2	1	-1	2	13	-5	0	2
KLK7 zymogen act	0.1	-0.1	-0.7	-1.0	-1.2	-1.9	0.4	0.0	0.2	-0.1
NR1D1 modulator	0	-3	-2	1	6	-3	10	-2	-5	6
PLCg1 inh	1	-1	3	2	0	-50	2	2	1	0
PLCb3 inh	4	-5	-2	3	-9	-77	0	-3	3	0
DDE Tn7 FP inh	-6	8	-2	-4	0	6	3	6	10	-3
UHRF1 MBD2 ctr	1	-2	-3	-1	1	-5	0	0	1	49*
Tn6 DDE FP	-6	4	5	-10	-6	2	-4	12	4	-6
ASAP1 inh	-6	4	-1	9	10	34*	2	-6	-10	3

11. COc1ccccc1NC(=O)CC1C(=O)Nc2c1c(=O)n(C)c(=O)n2C (stereo unspecified)
12. CCCCC(C)n1[nH]c(=O)c2c(C)cc(C)nc21 (stereo unspecified)
13. CC(C(=O)NC1CCCC1)N1CCN(S(=O)(=O)c2ccc(C(C)(C)C)cc2)CC1 (stereo unspecified)
14. Cc1ccoc1C(=O)NCCNC(=O)c1occc1C
15. N#Cc1ccccc1COC(=O)CCC(=O)c1cccs1
16. O=C(CSc1ccc2ccccc2n1)N/N=C/c1ccc(O)cc1
17. Cc1ccc(C)n1-c1c(C(=O)NN)cnn1-c1ccccc1
18. O=[N+]([O-])c1ccc(N2CCN(Cc3ccncc3)CC2)cc1
19. CCn1c(=O)c2ccccc2n2c(SCC(=O)N3CCCc4ccccc43)nnc12
20. COc1ccc(NS(=O)(=O)c2ccc(Cl)s2)cn1
assay / compound	11	12	13	14	15	16	17	18	19	20
sPLA2-III inh	4	2	14	7	-2	-21	-9	-1	-8	3
ARFGAP1 inh	-4	-4	-16	2	2	14	-2	-2	-7	2
KLK7 zymogen act	-0.3	2.1	0.1	0.3	0.3	-0.5	0.1	0.4	-0.2	0.3
NR1D1 modulator	0	2	7	-2	1	-1	-4	1	-3	-2
PLCg1 inh	-1	-24	2	2	3	2	-1	0	-3	-4
PLCb3 inh	2	-35	-6	-2	0	-4	-4	-2	-1	-9
DDE Tn7 FP inh	-2	-1	5	-2	0	-10	-10	0	2	7
UHRF1 MBD2 ctr	-2	0	0	-1	-2	4	-4	-4	-2	0
Tn6 DDE FP	8	-2	0	1	2	0	-6	-4	15*	-1
ASAP1 inh	4	5	-5	-17	-9	-3	10	4	-2	12

The last four compounds of the part before are carried over, then new ones follow:
17. Cc1ccc(C)n1-c1c(C(=O)NN)cnn1-c1ccccc1
18. O=[N+]([O-])c1ccc(N2CCN(Cc3ccncc3)CC2)cc1
19. CCn1c(=O)c2ccccc2n2c(SCC(=O)N3CCCc4ccccc43)nnc12
20. COc1ccc(NS(=O)(=O)c2ccc(Cl)s2)cn1
21. O=C1C(=O)N(CCCN2CCOCC2)C(c2ccc(Cl)cc2)/C1=C(/O)c1ccc(F)cc1 (stereo unspecified)
22. CCCc1nnc(SCC(=O)N2CCCC(C)C2)n1CCCOC (stereo unspecified)
23. O=C(NC1CCCC1)C1CCN(C(=O)NCc2ccccc2)CC1
24. Cc1ccc(NC(=O)NCCCN2CCCC2=O)c(C)c1
25. O=C1c2cccc3cccc(c23)C(c2nc3ccccc3[nH]2)N1C1CC1 (stereo unspecified)
26. O=C(NC1CCCCC1)C1CCN(c2nccs2)CC1
27. O=C(Nc1cccc2ncccc12)C12CC3CC(CC(C3)C1)C2
28. CN1C(=O)N(C)C2C1N(CN1CCCCC1)C(=O)N2CN1CCCCC1 (stereo unspecified)
29. Cc1ccccc1C(=O)NCc1ccncc1
30. O=C(Cn1nc(-c2ccccc2)ccc1=O)Nc1ccc(N2CCN(C(=O)c3ccccc3)CC2)cc1
assay / compound	17	18	19	20	21	22	23	24	25	26	27	28	29	30
sPLA2-III inh	-9	-1	-8	3	7	4	0	2	13	-2	-3	4	-2	-11
ARFGAP1 inh	-2	-2	-7	2	11	-3	13	7	16	-7	12	6	-6	2
KLK7 zymogen act	0.1	0.4	-0.2	0.3	-0.1	0.3	0.2	-0.3	-0.1	-1.2	-0.3	0.5	0.5	0.2
NR1D1 modulator	-4	1	-3	-2	0	-7	-4	-7	1	-8	-4	3	2	-3
PLCg1 inh	-1	0	-3	-4	4	1	3	-2	-2	-4	-21	1	0	0
PLCb3 inh	-4	-2	-1	-9	4	3	1	-4	-7	-1	-4	0	2	2
DDE Tn7 FP inh	-10	0	2	7	-2	4	0	2	7	-6	3	-4	2	0
UHRF1 MBD2 ctr	-4	-4	-2	0	4	2	1	-3	-1	1	-1	1	-2	-1
Tn6 DDE FP	-6	-4	15*	-1	-6	-6	-1	8	-7	1	6	2	3	-5
ASAP1 inh	10	4	-2	12	8	4	-5	2	7	-5	1	9	-4	5

31. O=C(C1=C[C@H](C2CC2)C[C@H](OCc2ccc(CO)cc2)O1)N1CCN(Cc2ccccc2)CC1
32. CC1CCCCCCC1OC(=O)c1ccccc1C(=O)O (stereo unspecified)
33. CCN(CC)S(=O)(=O)c1cc(C(=O)Nc2ccc(Cl)cn2)ccc1C
34. CN(CC(=O)N1CCN(c2ccccn2)CC1)S(=O)(=O)c1ccccc1
35. CC(=O)N1C[C@@H](c2c[nH]c3ccccc23)C=C[C@H]1C(=O)NS(=O)(=O)c1ccc(C)cc1
36. CC1(NC(=O)c2cccc(S(=O)(=O)N3CCN(c4ccc(F)cc4)CC3)c2)CCS(=O)(=O)C1 (stereo unspecified)
37. CC(C)CCn1c(Sc2nc3ccccc3o2)nc2c1c(=O)[nH]c(=O)n2C
38. COc1cc(/C=N/N=C2\CC3CCC2(C)C3(C)C)ccc1O (stereo unspecified)
39. Cc1cc(NC(=O)CC2CCCC2)n(-c2nc3ccccc3[nH]2)n1
40. Cc1cnc(C(=O)NCCc2ccc(C(F)(F)F)cc2)cn1
assay / compound	31	32	33	34	35	36	37	38	39	40
sPLA2-III inh	-5	-3	-7	3	-34	6	-4	2	-5	4
ARFGAP1 inh	12	-7	6	16	nt	-2	-6	-12	-3	3
KLK7 zymogen act	0.1	0.7	0.0	-0.8	0.5	0.0	-0.6	-0.9	0.1	-0.1
NR1D1 modulator	1	-1	-3	-4	-1	-1	-2	5	-2	5
PLCg1 inh	1	-4	3	-2	53*	1	1	3	1	-2
PLCb3 inh	-2	-1	0	1	-17	-5	1	6	-2	-6
DDE Tn7 FP inh	-8	-2	3	-5	-8	1	7	5	-2	0
UHRF1 MBD2 ctr	-2	0	3	0	-1	-1	0	-4	0	-1
Tn6 DDE FP	-7	2	-2	-13	4	-4	-1	11	-16	-3
ASAP1 inh	-10	-14	9	5	nt	4	7	-1	-2	5

41. O=C(COC(=O)C1CC1)NC(=O)c1ccccc1
42. COC(=O)c1sc(S(=O)(=O)NC(Cc2ccccc2)C(=O)O)c(C(=O)OC)c1C (stereo unspecified)
43. Cc1ccc(S(=O)(=O)NCCC(=O)N2CCCCCCC2)cc1C
44. COc1ccc(NC(=O)Nc2ccc3c(c2)C(=O)N([C@H](C)CO)C[C@H](C)[C@@H](CN(C)S(=O)(=O)c2ccc(F)cc2)O3)cc1
45. Cc1ccccc1C(=O)Nc1ccc(C(=O)O)cc1NC(=O)c1ccccc1C
46. CN(CC(=O)NCC(c1ccccc1)N1CCCC1)S(=O)(=O)c1ccc(Cl)cc1 (stereo unspecified)
47. Cc1cccc(C)c1NC(=O)CN1C(=O)COc2ccccc21
48. COc1ccccc1N1CCN(C(=O)c2cc(-c3cccc(Cl)c3)on2)CC1
assay / compound	41	42	43	44	45	46	47	48
sPLA2-III inh	6	-2	2	-47	2	-9	-2	1
ARFGAP1 inh	-10	3	1	5	-5	-2	3	-2
KLK7 zymogen act	0.2	-0.3	0.5	1.1	0.0	0.2	0.7	-0.5
NR1D1 modulator	-2	2	-5	-3	7	0	-3	7
PLCg1 inh	6	8	4	3	-3	-2	2	1
PLCb3 inh	0	-5	6	4	-3	-16	-3	2
DDE Tn7 FP inh	-7	3	-1	0	1	0	-4	-3
UHRF1 MBD2 ctr	23*	1	1	2	1	3	-1	-2
Tn6 DDE FP	-1	10	-1	2	6	6	4	2
ASAP1 inh	-1	7	6	18	-5	16	-11	4

Reformatted field by field: entries from further up
41: O=C(COC(=O)C1CC1)NC(=O)c1ccccc1
  sPLA2-III inh: 6 | ARFGAP1 inh: -10 | KLK7 zymogen act: 0.2 | NR1D1 modulator: -2 | PLCg1 inh: 6 | PLCb3 inh: 0 | DDE Tn7 FP inh: -7 | UHRF1 MBD2 ctr: 23* | Tn6 DDE FP: -1 | ASAP1 inh: -1

42: COC(=O)c1sc(S(=O)(=O)NC(Cc2ccccc2)C(=O)O)c(C(=O)OC)c1C (stereo unspecified)
  sPLA2-III inh: -2 | ARFGAP1 inh: 3 | KLK7 zymogen act: -0.3 | NR1D1 modulator: 2 | PLCg1 inh: 8 | PLCb3 inh: -5 | DDE Tn7 FP inh: 3 | UHRF1 MBD2 ctr: 1 | Tn6 DDE FP: 10 | ASAP1 inh: 7

Compound activity (PubChem)
